High-throughput results: PubChem BioAssay, several laboratories
Myeloid diff MLP: induction of myeloid progenitor differentiation, primary screen, cell-based, flow cytometry, MLPCN library; actives 1% (n = 360,000); calls only at 10 µM; ER-HoxA9 myeloid progenitors, lysozyme-GFP differentiation;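 active means normalized GFP-positive differentiation at or above the plate's own cutoff, the solvent-only control mean plus 3 SD; inconclusive means no clear call, values can overlap the other calls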;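 further: cells exposed to compound for four days before flow analysis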
Lipid droplet: inhibitors of hepatocyte lipid droplet formation, primary screen, imaging, high-throughput imaging, BODIPY stain. actives 0.4% (n = 240,000). inhibition, % at 6.5 µM. AID 1656, 2009. AML12 mouse hepatocytes, oleate lipid droplets;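 active means lipid droplet intensity inhibited by at least 50%, with more than 500 cells counted; inconclusive means wells with under 300 cells, treated as cytotoxic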
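Assay system: AML12 hepatocytes (mouse) / Also added: 100 µM oleic acid challenge / Times: overnight treatment with compound plus oleate / Detection: high-content imaging of BODIPY-stained droplets and DAPI nuclei / Evaluation: % inhibition of lipid droplet signal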
T cell HTS: modulators of CD8 T cell-vesicle binding, primary screen, mouse 2C CD8+ T cells, flow cytometry; 2C CD8+ T cell-vesicle binding; active compounds read low; calls only at 7 µM; actives 0.068% (n = 330,000);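 active means response, share of CD8 T cells binding vesicles, and their 90th percentile fluorescence all below set limits, cut at about 80% in these data, passing the limit was not always enough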
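incubation = binding step 1.5 h, 37 °C, antibody labelling 20 min, ice | test system = 2C mouse CD8+ T cells | read-out basis = percent CD8+ FL2 mean versus row control | controls = Peptide-free naked vesicles (low) and QL9 vesicles with 0.7% DMSO vehicle (high) | detection = flow cytometry of vesicle-bound cells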
Lipid droplet cells 6.5 µM: second read-out of Lipid droplet, no call of its own (marks repeat the call); cell count; measured here: cell count, cytotoxicity flag;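 cells counted across two imaged fields per well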
T cell HTS vesicle-bound %: recorded beside T cell HTS, whose call it bears; double positive events, %; measured here: CD8+ vesicle-bound cell fraction;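 binding gate set so that unloaded-vesicle control wells show 10% double positive cells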
Myeloid diff MLP GFP+ MAC1+ %: recorded beside Myeloid diff MLP, whose call it bears; GFP+ MAC1+ double positive, %; measured here: differentiation confirmed by MAC1 staining
Active calls of the source: *; i = inactive; ? = inconclusive; . = not tested or not shown; + = active, no number. A portion of the library, so the mix of outcomes need not match the whole.

SMILES	Myeloid diff MLP	Myeloid diff MLP GFP+ MAC1+ %	Lipid droplet	Lipid droplet cells 6.5 µM	T cell HTS	T cell HTS vesicle-bound %
Cc1oc(-c2ccccc2F)nc1CS(=O)CC(=O)NC1CCCC1 (centres undefined)	i	1.0	0	702	i	9
Cc1cc(C)cc(NC(=O)CCCCCN2C(=O)[C@@H]3Cc4ccccc4CN3C2=O)c1	i	4.4	-4	703	i	8
CN(C(=O)c1cccc(N2C(=O)C3C4C=CC(C4)C3C2=O)c1)C1CCCCC1 (centres undefined)	i	6.9	0	724	i	12
CCC(C)[C@H](NC(=O)N1CC(=O)Nc2ccccc21)C(=O)NC(C)CCc1ccccc1 (some centres undefined)	i	1.4	-6	768	i	8
COc1ccc2c(Cl)c(C(=O)N/N=C/c3ccncc3)sc2c1	i	0.5	-16	820	i	48
Oc1ccccc1N1CCN(c2ncnc3scc(-c4ccccc4)c23)CC1	i	3.3	-11	802	i	14
CCc1nccn1CCC(=O)NC1CC(C)(C)Cc2c1cnn2-c1ccc(OC)cc1 (centres undefined)	i	1.3	-14	749	i	5
COC(=O)c1ccc(NC(=O)c2cc3c(CO)cnc(C)c3oc2=Nc2cccc(C(N)=O)c2)cc1	i	0.4	-19	738	i	25
O=C(Nc1nc2ccccc2[nH]1)c1ccccc1O	i	0.2	8	396	i	36
Cc1cccc(C)c1OCCCCN1CCNCC1	i	0.6	2	807	i	69

Sorted by value in Myeloid diff MLP GFP+ MAC1+ % (descending): 5 of the compounds above.
Structure,Myeloid diff MLP GFP+ MAC1+ %,T cell HTS,T cell HTS vesicle-bound %
CN(C(=O)c1cccc(N2C(=O)C3C4C=CC(C4)C3C2=O)c1)C1CCCCC1 (centres undefined),6.9,i,12
CCC(C)[C@H](NC(=O)N1CC(=O)Nc2ccccc21)C(=O)NC(C)CCc1ccccc1 (some centres undefined),1.4,i,8
CCc1nccn1CCC(=O)NC1CC(C)(C)Cc2c1cnn2-c1ccc(OC)cc1 (centres undefined),1.3,i,5
Cc1cccc(C)c1OCCCCN1CCNCC1,0.6,i,69
COC(=O)c1ccc(NC(=O)c2cc3c(CO)cnc(C)c3oc2=Nc2cccc(C(N)=O)c2)cc1,0.4,i,25

(list continues)
SMILES	Myeloid diff MLP	Myeloid diff MLP GFP+ MAC1+ %	Lipid droplet	Lipid droplet cells 6.5 µM	T cell HTS	T cell HTS vesicle-bound %
CC(C)C(=O)Nc1nnc(S(=O)(=O)N(C)c2ccc(Cl)cc2)s1	i	0.1	0	841	i	28
Cc1ccc(CN(C(=O)c2ccccc2[N+](=O)[O-])C2CCS(=O)(=O)C2)o1 (centres undefined)	?	.	14	663	i	12
COc1ccc(N2C(=O)CC(C)(C)CC2=O)cc1OC	i	1.5	-5	831	i	33
Cn1c(/C(C#N)=C(\O)c2cccc(F)c2)nc2ccccc21	i	0.8	-18	777	i	58
CCCN1CCN(C(=O)c2oc3c(Cl)cccc3c2C)CC1	i	1.4	-17	804	i	44
N#Cc1cccc(NC(=O)CN2CCCCCC2)c1	i	0.3	-13	808	i	45
C[N+](C)(CCOc1ccccc1)Cc1ccccc1 (tested in a mixture with another compound)	?	.	-3	788	i	15
CC(C)N(CCCNC(=O)c1nn(C)c2c1CS(=O)(=O)c1ccccc1-2)Cc1ccccc1	?	.	-12	703	i	47
COc1ccc(CCNS(=O)(=O)c2ccc(-n3cnnn3)cc2)cc1OC	i	1.2	-6	764	i	18
COc1ccc(CCN(C)C(=O)c2ccc(S(=O)(=O)Nc3ccccc3F)cc2)cc1OC	i	1.6	-20	650	i	24
COc1ccccc1OCC(=O)NCC1CCCN(Cc2cnn(C)c2C)C1 (centres undefined)	i	0.0	-10	708	i	39
CC1COc2ccccc2N1C(=O)c1ccc(Cl)cc1 (centres undefined)	i	0.6	12	747	i	38
O=C(c1ccccc1)C1CCN(C(=O)c2ccc(Cl)cc2)CC1	i	0.6	-1	815	i	24
COc1ccc(CNC(=O)CSc2nnc(NC(=O)c3ccccc3F)s2)cc1	i	1.7	10	800	i	40
CC(C)NC(=O)C(c1ccc(F)cc1)N(C(=O)CCC(=O)Nc1ccccn1)c1ccccc1F (centres undefined)	i	1.9	-21	775	i	22
Cc1ccc(/C=C/C(=O)O)cc1S(=O)(=O)N1CCc2ccccc21	i	0.7	20	813	i	50
Cc1cc(C)c(S(=O)(=O)NCc2cccs2)cc1C	i	0.3	-21	788	i	13
COCCNC(=O)C(c1ccc(C)cc1)N(CCOC)C(=O)CCC(=O)Nc1nccs1 (centres undefined)	i	0.6	3	800	i	42
Cc1cc(NC(=O)CSc2ncc(CO)n2Cc2ccc(F)cc2)no1	i	2.2	3	725	i	39
O=C(NCc1ccccn1)c1ccc(OC2CCN(Cc3ccccc3O)CC2)cc1	i	5.8	12	709	i	60
Fc1ccc(CNC(=S)NCc2cccc(Cl)c2)cc1	i	5.4	-16	685	i	58
CCc1ccccc1N(CC(=O)NC(C)(C)CC)C(=O)CCC(=O)Nc1nccs1	i	0.3	-2	787	i	67
COc1cccc(S(=O)(=O)NCc2ccc(C(=O)N3CCN(c4ccccc4)CC3)cc2)c1	i	0.4	8	705	i	25
COc1ccc(NC(=O)C(=O)NCCN2CCN(C(=O)c3ccc(C(C)(C)C)cc3)CC2)cc1	i	3.9	1	765	i	29
O=S(=O)(NCC1CCCO1)c1ccc(Br)cc1 (centres undefined)	i	0.7	-1	844	i	11
CC1(C)CCN2CCC(C)(C)c3c(O)ccc1c32	+	18*	-5	852	i	51
Cc1ccccc1NC(=O)CCc1c(C)nn(-c2ccc(N3CCCCC3)nn2)c1C	?	.	13	675	i	7
Cc1cnc(CN(C)C(=O)C2CCC(=O)N(CCc3ccccc3)C2)[nH]1 (centres undefined)	i	1.6	-3	759	i	65
CCC(=O)Nc1ccc(S(=O)(=O)Nc2c(C)nc3nc[nH]n3c2=O)cc1	i	0.5	0	776	i	24
COc1ccc2cc(C(=O)N3CCN(c4cccc(C)c4C)CC3)[nH]c2c1	i	0.0	-3	816	i	14

Random excerpt: 4 entries already listed.
SMILES	Myeloid diff MLP	Myeloid diff MLP GFP+ MAC1+ %	Lipid droplet	Lipid droplet cells 6.5 µM	T cell HTS	T cell HTS vesicle-bound %
COc1ccc2cc(C(=O)N3CCN(c4cccc(C)c4C)CC3)[nH]c2c1	i	0.0	-3	816	i	14
CC1(C)CCN2CCC(C)(C)c3c(O)ccc1c32	+	18*	-5	852	i	51
CCc1ccccc1N(CC(=O)NC(C)(C)CC)C(=O)CCC(=O)Nc1nccs1	i	0.3	-2	787	i	67
COc1cccc(S(=O)(=O)NCc2ccc(C(=O)N3CCN(c4ccccc4)CC3)cc2)c1	i	0.4	8	705	i	25

(cont.)
SMILES	Myeloid diff MLP	Myeloid diff MLP GFP+ MAC1+ %	Lipid droplet	Lipid droplet cells 6.5 µM	T cell HTS	T cell HTS vesicle-bound %
CC(O)CSc1nc2c(c(=O)[nH]c(=O)n2C)n1Cc1ccccc1 (centres undefined)	i	1.5	7	783	i	38
Cc1ccccc1C(=O)Nc1ccnn1C1CCN(C(=O)C2CCOC2)CC1 (centres undefined)	i	1.1	0	812	i	63
CCN(CCn1cccn1)C(=O)c1cc(COc2ccc(F)c(F)c2)on1	i	1.4	-1	682	i	9
Cn1c(SCC(=O)O)nc2sc3c(c2c1=O)CCC3	i	0.1	1	845	i	53
O=C1N=c2ccccc2=C1c1sc(Nc2cccc(O)c2)nc1O	?	.	1	816	i	7
Cc1cc(=O)n(C)c2ccc(S(=O)(=O)N3CCOCC3)cc12	i	0.3	6	761	i	59
CCOC(=O)[C@@H]1[C@H]2COc3cc(OC)ccc3[C@@H]2N2C(=O)N(c3ccc(F)cc3)C(=O)[C@]12C	i	0.6	-14	781	i	14
Cc1nnc(SCC(=O)NC2CCCCC2)[nH]c1=O	i	1.4	-20	794	i	30
CC(C)c1ccc(NC2CCCN(C(=O)CCN3Cc4ccccc4C3=O)C2)cc1 (centres undefined)	i	2.8	-4	762	i	16
O=C(Cn1ncc2c3ccccc3n(Cc3ccccc3F)c2c1=O)NC1CC1	i	2.7	1	745	i	46
O=C(Nc1cccnc1)c1cc(S(=O)(=O)N2CCCCC2)c(Cl)cc1Cl	i	0.2	2	837	i	27
COc1cccc(N2CCN(C(=O)CC(C)(C)CC3=NS(=O)(=O)c4ccccc4N3)CC2)c1	i	1.6	-33	663	i	13
COc1ccc(N2CCN(C(=O)c3sc4ncn(CC(=O)N5CCCCC5)c(=O)c4c3C)CC2)cc1	i	2.2	0	757	i	10
CC(C)(C)c1cc(C(=O)N/N=C/c2ccc(-c3ccccc3[N+](=O)[O-])o2)n[nH]1	i	3.8	-14	712	i	36
CCn1cc(/C=C(\NC(=O)c2ccccc2F)C(=O)N2CCCC2)c2ccccc21	i	1.6	2	739	i	17
Cc1ccc(OCC(=O)Nc2ccc(NC(=O)c3cccs3)cc2)c(C)c1	i	0.7	13	849	i	43
COc1cccc(/C=C2\SC(=S)N(CCCC(=O)N3CCCC3)C2=O)c1	?	.	-3	881	i	73
COc1cc(OC)c(NS(=O)(=O)c2c(C(=O)N3CCCCC3)c(C)n(C)c2C)cc1Cl	i	3.7	4	714	i	20
COc1ccc(-c2cc3ccc(O)cc3oc2=O)cc1OC	i	0.0	4	716	i	27
COC(=O)c1ccsc1NS(=O)(=O)c1ccccc1	i	0.9	-8	824	i	23
CN1CCN(S(=O)(=O)c2cccc(C(=O)Oc3ccc(Br)cc3F)c2)CC1	i	2.2	0	681	i	24
COc1ccccc1N1CCN(C(=O)c2cc(=O)c3ccc(C)cc3o2)CC1	i	0.6	4	859	i	60
Cc1ccc(-n2c(SCC(=O)N3CCOCC3)nc(O)c(Cc3ccccc3)c2=O)cc1	i	0.5	1	859	i	57
COc1cc2c(cc1OC)CN(Cc1cc(OC)c3c(c1)OCO3)CC2	i	0.2	-6	842	i	45
Cc1cc(C)c(-c2cc(C(=O)Nc3cc(C)ccc3C)[nH]n2)c(O)c1	i	0.7	-4	398	i	50
Cc1cccc(C(=O)Nc2ccc3ccccc3c2)c1	i	0.6	-44	812	i	44
COc1ccc(CNC(=O)c2ccccc2NC(=O)C2=CSCCO2)c(OC)c1	i	0.3	-16	668	i	62
CCC(=O)Nc1ccc(CCC(=O)N2CCCC2)cc1	i	0.4	16	856	i	53
O=C(Nc1cc(Cl)cc(Cl)c1)C1C2C=CC3(O2)C1C(=O)N(CCCN1CCOCC1)C3C(=O)NC1CCCCC1 (centres undefined)	i	0.3	-2	842	i	47
Cc1cc(C)nc(NS(=O)(=O)c2ccc(NC(=O)c3ccccc3C)cc2)n1	i	0.4	-6	759	i	54
CCc1nnc(NC(=O)CS(=O)(=O)c2ccccc2)s1	i	0.5	-12	789	i	8
CC(=O)Oc1ccccc1-c1nc(/C=C/c2ccccc2)no1	i	0.5	5	807	i	56
Cc1ccccc1C(=O)Nc1ccc(CN2CCOCC2)cc1	i	0.4	1	832	i	61
COc1ccc(C2=NS(=O)(=O)N(C)C(C(=O)N3CCOCC3)=C2)cc1	i	2.9	5	776	i	32
COc1ccccc1NC(=O)Cn1c(=O)oc2cc(S(=O)(=O)N3CCCC3)ccc21	i	1.1	7	776	i	26
CC(NC(=O)CN(C)S(=O)(=O)c1cccc2nsnc12)c1ccccc1 (centres undefined)	i	0.7	-23	673	i	35
Cn1c(=O)c2c(nc(Cl)n2CCOc2ccccc2)n(C)c1=O	i	0.6	-1	805	i	30
Cc1nn(-c2ccc(N3CCCCC3)nn2)c(C)c1CCC(=O)Nc1ccc(F)cc1	i	0.9	-10	725	i	37
CC(C)Cc1cc(C(=O)N2CCCC(C(=O)c3cc(F)ccc3F)C2)n(C)n1 (centres undefined)	i	0.5	-8	726	i	9
O=C(Cc1ccccc1)Nc1ccc(C(=O)Nc2ccc(O)cc2)cc1	i	1.0	3	883	i	12
CCc1ccc(-n2ccc(=O)c(C(=O)O)n2)cc1	i	0.5	1	837	i	67
CCOCCn1c(CN2CCCCC2)nc2c1c(=O)n(C)c(=O)n2C	i	1.1	20	781	i	39
CCc1c(C(=O)Nc2ccccc2C(N)=O)csc1C	i	0.6	-10	691	i	72
Cc1ccc(NCc2nc3ccccc3n2C)c(C)c1	i	0.4	-9	805	i	54
CCOC(=O)N1CCN(C2=C(NS(=O)(=O)c3ccc(NC(C)=O)cc3)C(=O)c3ccccc3C2=O)CC1	i	0.0	-12	725	i	12
O=C(Cn1nc(C(=O)O)c2ccccc2c1=O)Nc1cc(Cl)cc(Cl)c1	i	0.6	-1	742	i	25
COc1ccc(CCNC(=O)CN(c2ccc(OC)c(OC)c2)S(=O)(=O)c2ccccc2)cc1OC	i	1.2	8	747	i	67
